Screens (PubChem BioAssay)
Tb PYK inh: blocks Trypanosoma brucei pyruvate kinase; Q57TT1; TbPYK enzyme, Kinase-Glo Plus ATP luminescence, 45 min; Potency, µM (doses to about 76.8 µM), inactives show at the highest dose activity, negative = inhibition, usual class: inhibitors; 0.12% of 410,000 active; active = well fitted inhibition curve with a large enough effect; inconclusive = small, poorly fitted or top-dose-only effect; also: nearly all actives have a fitted effect of over 50% in size
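Luminescent Kinase-Glo Plus end-point after 45 min room-temperature reaction of T. brucei pyruvate kinase started with 130 uM ADP (final). Buffer TEA 50 mM pH 7.2 with KCl, MgCl2, BSA, Tween-20; titration-based qHTS with fitted concentration-effect curves.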
* hit, by the source's call; ? = inconclusive; [ ] = another dose, or the depositor's remark. % is scaled to controls: 0 for no effect and ±100 for the full control effect; potency is read from the fitted curve at half-maximal effect. A portion of the library; count on the stated rates, not on these rows.

| structure | Tb PYK inh |
| --- | --- |
| CCOc1ccccc1CNn1cnnc1 | 5.6% |
| CCOC(=O)C1(c2ccccc2)CCN(CCc2ccc(NC(=O)CCC(=O)O)cc2)CC1 | 2.0% |
| COc1cccc2sc(N(Cc3cccnc3)C(=O)Cc3ccccc3)nc12 | 1.1%[15.4 µM] |
| COc1ccc(-c2nn(-c3ccc(F)cc3F)c3c2cnc2ccc(F)cc23)cc1 | 0.5% |
| O=C(CSc1nc2ccccc2n1Cc1ccccc1Cl)NCc1ccccc1 | -4.1% |
| COc1ccc(NC(=O)C2(C)Cc3c(-c4cccc(C(F)(F)F)c4)ccnc3O2)cc1OC (stereo not drawn) | 1.0% |
| NC(=O)c1ccsc1NC(=O)COC(=O)Cc1ccccc1[N+](=O)[O-] | -0.9% |
| CSCC[C@@H](CO)NC(=O)[C@H]1O[C@@H](n2ccc(=O)[nH]c2=O)[C@H](O)[C@@H]1O | 0.1% |
| COc1cccc(C(=O)N2CCC[C@H]2C(=O)N2CCC[C@H]2C(=O)N[C@H](C)c2ccccc2)c1 | -5.4% |
| CCOC(=O)c1cc(-c2ccccc2)n(CCCC(=O)Nc2ccc(C)cc2C)c1C | 7.3%[15.4 µM] |
| Cc1cc(C(O)c2ncc(-c3ccccc3)[nH]2)ccc1F (stereo not drawn) | -1.1% |
| COc1ccccc1-c1nc(CNC(=O)NC2CCCCC2)c(C)o1 | 2.4% |
| O=C(SCc1c(O)c2ccccc2oc1=O)c1ccccc1 | -10.4% |
| COc1ccccc1NC(=O)CSc1nnc2c3ccccc3n(C(C)C)c2n1 | 0.0% |
| CCCCN1C[C@H](CSC)[C@@H](CC(=O)NC)C1=O | -9.0% |
| CC(C)c1nc(SCC(=O)N2CCCCC2)c2c(=O)n(C)c(=O)n(C)c2n1 | -4.5% |
| O=c1[nH][nH]c2c1[C@H](CCc1cccc(Cl)c1)O[C@H](C1CCCC1)C2 | 3.2% |
| CSc1cccc(Nc2cc(C(=O)NCCCN(Cc3ccccc3)C(C)C)c3ccccc3n2)c1 | 2.6% |
| O=C(/C=C/[C@H]1O[C@@H](n2ccc(=O)[nH]c2=O)[C@H](O)[C@@H]1O)NCc1ccccn1 | -6.0% |
| CCN(CC)c1ccc(NC(=O)CSc2nnc(C)c(=O)[nH]2)cc1 | -13.5% |
| COC(=O)[C@@]1(Sc2ccc(C)cc2)CC(=O)N(C(=O)C2CC2)[C@@H]1c1ccccc1 | 5.6% |
| CCN(CC(=O)Nc1c(F)cccc1F)C(=O)c1ccc(=O)n(C)n1 | 1.3% |
| Cc1cc(Nc2cccc(C(F)(F)F)c2)nc2ccc(NC(=O)c3ccc(N(C)C)cc3)cc12 | 1.2% |
| O=c1oc2ccc3ccccc3c2cc1-c1nnc(Nc2cc(C(F)(F)F)ccc2Cl)s1 | -9.6% |
| Cc1cc(C)cc(OCC(=O)Nc2nonc2-c2ccc(Br)cc2)c1 | -1.0% |
| CCCCn1c(=O)n(-c2cc(OC)ccc2OC)c(=O)c2c3c(sc21)CN(C(C)=O)CC3 | 0.5% |
| Cc1ccc(Cl)cc1N1CCN(S(=O)(=O)c2ccc3c(c2)CCCN3C(=O)C2CCC2)CC1 | 1.0% |
| CC(C)C[C@H]1CNC(=S)N1C[C@H]1CCCN1C[C@H](Cc1ccc(O)cc1)N1C[C@H](Cc2ccccc2)N(CC2CCCCC2)C1=S | -13.3% |
| COc1ccc2c(c1)Cc1sc(NC(=O)c3cccc(F)c3)nc1-2 | -19.0% |
| CC(=O)Nc1cc(-c2cccc(C(=O)NCCN(C)C)c2)cn2c(-c3ccc(C(C)=O)cc3)cnc12 | 2.2% |

Fetched by compound from the entries so far, 4 records:
| structure | Tb PYK inh |
| --- | --- |
| Cc1cc(Nc2cccc(C(F)(F)F)c2)nc2ccc(NC(=O)c3ccc(N(C)C)cc3)cc12 | 1.2% |
| COc1ccccc1-c1nc(CNC(=O)NC2CCCCC2)c(C)o1 | 2.4% |
| CCN(CC(=O)Nc1c(F)cccc1F)C(=O)c1ccc(=O)n(C)n1 | 1.3% |
| O=C(CSc1nc2ccccc2n1Cc1ccccc1Cl)NCc1ccccc1 | -4.1% |

(cont.)
| structure | Tb PYK inh |
| --- | --- |
| CC(C)C[C@H]1COc2cc(N3CC[C@@H](O)C3)ccc2S(=O)(=O)N1 | 0.3% |
| O=C(c1ccc(Cl)cc1)N1CCC(c2ccncc2)CC1 | 0.1% |
| Cc1ccc(NC(=O)c2ncn(-c3ccccc3)n2)c(Cl)c1 | -10.7% |
| CC(=NNC(=S)N1CCN(C2CCCCCC2)CC1)c1ccccn1 | ? |
| CN(C)c1ncc2ncc(=O)n(C)c2n1 | 4.9% |
| CCc1nc2c(OCc3ccc(F)cc3)cccn2c1N(C)C(=O)c1ccc(C)cc1 | 0.8% |
| CCN1c2ccccc2-c2nc(SCC(=O)Nc3cc(F)ccc3F)ncc2S1(=O)=O | -0.4% |
| CC[C@]1(O)C[C@H]2CN(CCC3=c4ccccc4=N[C]3[C@@](C(=O)OC)(c3cc4c(cc3OC)N(C)[C@H]3[C@@](O)(C(N)=O)[C@H](O)[C@]5(CC)C=CCN6CC[C@]43[C@@H]65)C2)C1 | -6.6% |
| CCn1cc2nc(SCc3cccc(C(F)(F)F)c3)n(Cc3ccc(Cl)cc3)c(=O)c2n1 | -1.2% |
| O=C(O)CC(CC(=O)O)n1cccc1 | -2.4% |
| C[C@@H]1CN([C@H](C)CO)S(=O)(=O)c2ccc(C#CCN(C)C)cc2O[C@@H]1CN(C)Cc1ccccc1F | -0.8% |
| CC1=C(C(=O)N(C(C)C)C(C)C)CC(CC(=O)NCCCN(C)C)C(=O)N1Cc1ccc(F)cc1 (stereo not drawn) | -2.9% |
| COc1ccc(N2CCN(C(=O)C3CCN(c4nc5ccc(C)cc5[nH]4)CC3)CC2)cc1 | -5.3%[15.4 µM] |
| CSc1ncc(C(=O)NCc2ccc(C)cc2)c(C)n1 | -5.1% |
| O=C(Nc1ccccc1)N(Cc1ccc2c(c1)OCO2)C1CCN(Cc2ccccc2)CC1 | 0.0% |
| O=C(c1ccccc1Br)N1CCC(c2nc3ccccc3o2)CC1 | -8.4% |
| CCCCNC(=O)C1(C)CCN1Cc1cccc2c(OC)cc(C(=O)OCC)cc12 (stereo not drawn) | 0.7% |
| COc1cccc2c1cc1c(=O)n(CC(=O)N3CCN(c4cccc(C(F)(F)F)c4)CC3)nc(C)n12 | 1.3% |
| COc1ccc(Cl)cc1NC(=O)CSc1nc(-c2cccs2)cc(C(F)(F)F)n1 | 3.0% |
| CCc1ccc(CNC(=O)CN2CCSc3ccccc32)cc1 | -4.8% |
| CCN(CCCNC(=O)c1ccc(Sc2ccc(Cl)cc2)c(NC(C)=O)c1)c1cccc(C)c1 | 5.5% |
| O=C(CN1C=NS(=O)(=O)c2ccccc21)Nc1ccc(F)cc1 | 3.3% |
| Cc1ccc2sc(NC(=O)c3ccc4c(c3)OCCO4)nc2c1C | 6.5% |
| COc1ccc(C2CC(=O)c3cc(-c4nc(-c5cccc([N+](=O)[O-])c5)cs4)c(=O)n(-c4ccc(OC)cc4)c3C2)cc1 (stereo not drawn) | 2.1% |
| Cc1cccc(C(=O)Nc2nnc(S(=O)(=O)N3c4ccccc4CC3C)s2)c1 (stereo not drawn) | -10.1% |
| Cn1ncc(=S)[nH]c1=S | -6.6% |
| CCCCNc1cccc2c1S(=O)(=O)N(CCCC)CC(COCc1ccccc1)O2 (stereo not drawn) | 0.4% |
| CC1(C)OC(=O)C2=C(C[C@@H](C3CCCCC3)O[C@H]2c2ccccc2)O1 | -8.0% |
| O=C(c1ccc2c(Cl)c3c(nc2c1)CCCC3)N1CCN(c2ccccc2F)CC1 | 1.8% |
| Cc1cc(Br)cn2c(CC(C)(C)C)c(C3CCCCC3)nc12 | -15.3% |
| Cc1cc(C)cc(NC(=O)NCc2c(-n3cccc3)sc3c2CCCC3)c1 | -6.5% |
| COc1cc2c(c(NC(C)=O)c1)N(C(C)=O)CCC2 | 3.6% |
| CCOc1ccc(CNC(=O)Cc2ccc(NC(=O)N3CCCCc4ccccc43)cc2)cc1OC | -6.9% |
| C[C@H](NC(=O)[C@@H]1CCCN1C(=O)[C@@H]1CCCN1C(=O)OC(C)(C)C)c1ccccc1 | 0.0% |
| CN1CCN(c2ccc(CNC(=O)C3(C)Cc4c(-c5ccccc5)ccnc4O3)cc2)CC1 (stereo not drawn) | -10.3% |
| N#Cc1nc(/C=C/c2ccc(F)cc2)oc1NC1CCCCC1 | -0.8% |
| COc1ccc(Br)c2c1-c1nc(NC(=O)c3ccccc3F)sc1C2 | -12.7% |
| COCCn1c(SCC(=O)c2ccc(OC)cc2)nc2cc(C(=O)NC3CCCC3)ccc2c1=O | -3.3% |
| CCCCNC(=O)C1(C)CCCCN1C(=O)c1ccc(C)c(F)c1 (stereo not drawn) | 2.7% |
| CC(Cc1ccccc1)=NNc1ccc([N+](=O)[O-])cc1[N+](=O)[O-] | -1.6% |
| CC(C)CN1C(=O)c2ccccc2C1c1nnnn1-c1ccc2c(c1)OCCO2 (stereo not drawn) | -5.3% |
| COc1ccc(C)cc1N(CC(=O)N1CCC(C)CC1)S(=O)(=O)c1ccc(C)cc1 | -5.0% |
| CCCC(=O)N1c2ncnn2C2(CCCCC2)[C@@H]2CCCC[C@@H]21 | 3.3% |
| CCOc1ccc(NS(=O)(=O)c2cccs2)cc1S(=O)(=O)N1CCCC1 | 0.6% |
| Cc1noc(C)c1NC(=O)N(C)C[C@H]1OCc2cnnn2CCCC(=O)N([C@H](C)CO)C[C@H]1C | 4.5% |
| COCCCNC(=S)N1CCN(c2nc(-c3ccc(Cl)cc3)cs2)CC1 | -16.0% |
| Cc1ccc(S(=O)(=O)N(C)C[C@@H]2OCc3cnnn3CCCC(=O)N([C@H](C)CO)C[C@@H]2C)cc1 | -5.9% |
| CCc1ccc2oc(-c3cccc(NC(=O)C(C)(C)Oc4ccc(Br)cc4)c3)nc2c1 | 2.2% |
| Cc1c(C(=O)N2CCOCC2)oc2c1-c1nn(CC(=O)NCc3ccccc3)cc1CC2 | 3.6% |
| CCOC(=O)C1=C(C)N=c2s/c(=C\c3ccc(C(=O)O)cc3)c(=O)n2C1c1ccc(OC)cc1OC (stereo not drawn) | 0.2% |
| S=C(NCCc1ccccc1)N1Cc2ccccc2-n2nncc2C1 | 0.9% |
| COCCNC(=O)CCn1c(=O)c2cc(OC)c(OC)cc2n(CC(=O)Nc2ccccc2OC)c1=O | -7.9% |
| O=C1C2C3C=CC(O3)C2C(=O)N1N=Cc1cccc2ccccc12 (stereo not drawn) | 7.1% |
| CC(C)C(=O)Nc1nc2c(s1)CC(C(C)(C)C)CC2 (stereo not drawn) | -2.0% |
| CCC(=O)N1CCCC(C)(C(=O)Nc2ccc(C)c(C)c2)C1 (stereo not drawn) | 0.7% |
| Cc1cc(C)c(NC(=O)CSc2nc3ccccc3nc2N2CCCCC2)c(C)c1 | 2.9% |
| CCCc1ccc(Oc2cc(N3CCOCC3)nc(-c3ccccc3)n2)cc1 | 0.8% |
| COc1ccc(Br)c(Cn2c(C)c(C(=O)NCCC#N)sc2=O)c1 | 1.4% |
| C[C@@H]1CN([C@@H](C)CO)C(=O)CCCn2nncc2CO[C@@H]1CN(C)S(=O)(=O)c1ccc(Cl)cc1 | -3.4% |
| COc1ccc2c(c1)c1c(c(=O)n(-c3cccc(C)c3)c(=O)n1CC(=O)Nc1c(C)cc(C)cc1C)n2C | 1.8% |

Continued:
| structure | Tb PYK inh |
| --- | --- |
| Nc1ccc2c(c1)C1(CCC2)NC(=O)NC1=O (stereo not drawn) | -5.9% |
| CN(C(=O)c1cccc(NC(=O)Cc2cccc(NC(=O)C3CCCN(C(=O)C4CC4)C3)c2)c1)C1CC1 (stereo not drawn) | -3.5% |
| COc1ccc(Nc2nc3cc(-c4ccccc4C)sc3c(=O)n2C)cc1OC | 3.3% |
| CCCn1c(=N)n(CC(O)COc2ccccc2OC)c2ccccc21 (stereo not drawn) | 4.9% |
| Cc1ccc([C@H]2C[C@H](n3cc(COC(=O)c4ccccc4)nn3)[C@@H](O)CN2Cc2cccs2)cc1 | -2.6% |
| C[C@@]12CCC[C@H]1[C@@H]1CC[C@H]3C[C@@H](O)CC[C@]3(C)[C@H]1CC2 | -5.9% |
| Cc1ccccc1CN1C(=O)C2(c3ccccc31)N(c1ccccc1)C(=O)CS2(=O)=O (stereo not drawn) | 0.8% |
| CSc1nc(N)nc2c1ncn2Cc1ccccc1 | -8.3% |
| Cn1cnc2c(=O)oc3ccc(S(=O)(=O)Nc4ccc(F)cc4)cc3c21 | 0.4% |
| Cc1ccc(C)c(NC(=O)C2(C)CCN2C(C)C)c1 (stereo not drawn) | -1.9% |
| CSCCC(NC(=O)/C(=C/c1ccco1)NC(=O)c1ccco1)C(=O)O (stereo not drawn) | -18.7% |
| CCCCn1cc(S(=O)(=O)c2ccc(CC)cc2)c(=O)c2cc(F)c(N3CCOCC3)cc21 | -5.4% |
| CCCCN(Cc1ccccc1)C(=O)c1oc(=O)c2ccccc2c1-c1ccc(C)cc1 | -14.2% |
| COc1ccc(NC(=O)CC2C(=O)N(c3ccccc3)C(=O)N2C2CCCCC2)cc1 (stereo not drawn) | -5.7% |
| Cc1ccc(Cn2c(C)c(CNC(C)c3ccccc3)c(C(=O)O)c2C)cc1 (stereo not drawn) | 0.9% |
| COc1ccc(-c2cc(C(=O)Nc3cnn(Cc4ccc(F)cc4)c3)no2)cc1OC | -3.5% |
| COc1ccc(Oc2ncc3nc(-c4cc(F)cc(F)c4)c(=O)n(C)c3n2)cc1 | -0.5% |
| CCN1C(=O)[C@@H]2[C@@H]3CN(S(=O)(=O)c4ccc(C)cc4)[C@@H](c4ccccc4)[C@@H]3C(=O)C[C@@H]2C1=O | -5.1% |

An excerpt of the results above:
| structure | Tb PYK inh |
| --- | --- |
| Cc1ccc([C@H]2C[C@H](n3cc(COC(=O)c4ccccc4)nn3)[C@@H](O)CN2Cc2cccs2)cc1 | -2.6% |
| C[C@@]12CCC[C@H]1[C@@H]1CC[C@H]3C[C@@H](O)CC[C@]3(C)[C@H]1CC2 | -5.9% |
| Cc1ccccc1CN1C(=O)C2(c3ccccc31)N(c1ccccc1)C(=O)CS2(=O)=O (stereo not drawn) | 0.8% |
